yeast sgs1 mgt1 = NCI yeast anticancer drug screen, S. cerevisiae sgs1 mgt1 strain; growth inhibition, % at 50 µM; actives 10% (n = 78,000);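 further: 0% = growth of vehicle-only cultures of the same strain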
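Compounds are added to genetically altered yeast, and growth is compared with cultures given vehicle alone to give percent inhibition.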
rad50 = NCI yeast anticancer drug screen, S. cerevisiae rad50 strain. % growth inhibition at 50 µM. actives 10% (n = 79,000). AID 155, 2004;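 further: 0% = growth of vehicle-only cultures of the same strain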
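Genetically altered yeast (DNA repair pathway); compound treatment; growth inhibition vs vehicle ctrl.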
mlh1 rad18 = NCI yeast anticancer drug screen, S. cerevisiae mlh1 rad18 strain. growth inhibition, % at 50 µM. actives 11% (n = 79,000);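 further: 0% = growth of vehicle-only cultures of the same strain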
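Growth inhibition of the yeast strain was measured after compound exposure and expressed relative to vehicle-treated controls. The strain carries defined defects in DNA damage repair.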
yeast mec2-1 = NCI yeast anticancer drug screen, S. cerevisiae mec2-1 strain | % growth inhibition at 50 µM | actives 9% (n = 79,000);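 further: 0% = growth of vehicle-only cultures of the same strain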
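Cells of the genetically defined mec2-1 yeast strain are incubated with test compound. Inhibition of growth is calculated against vehicle-treated controls.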
bub3 = NCI yeast anticancer drug screen, S. cerevisiae bub3 mutant strain; AID 167, 2004; actives 9.9% (n = 78,000); % growth inhibition at 50 µM;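 further: 0% = growth of vehicle-only cultures of the same strain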
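Compounds were applied to a genetically altered yeast strain carrying a cell-cycle control defect. Growth inhibition was scored against vehicle-treated controls.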
cln2 rad14 = NCI yeast anticancer drug screen, S. cerevisiae cln2 rad14 strain; growth inhibition, % at 50 µM; actives 8.3% (n = 78,000); AID 165, 2004;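 further: 0% = growth of vehicle-only cultures of the same strain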
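Each compound was tested on cln2 rad14 yeast. Inhibition of growth was calculated against vehicle-exposed controls.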
* = called active by the depositor; . = no result given. No stated cut-off is given here; in the data, active means growth inhibition above about 70%; inactive means the rest.

| No. | molecule | yeast sgs1 mgt1 | rad50 | mlh1 rad18 | yeast mec2-1 | bub3 | cln2 rad14 |
| --- | --- | --- | --- | --- | --- | --- | --- |
| 1 | NC(=O)/C=C/c1ccco1 | -6 | 3 | 4 | 10 | 1 | -33 |
| 2 | CC1=CC(=O)CC(C(C)C)C1 (stereo not given) | 23 | 16 | 5 | -8 | 2 | -6 |
| 3 | C/C=C1\OC(n2cnc3c(N)ncnc32)C(O)C1O (stereo not given) | -15 | 0 | -2 | -12 | -16 | 2 |
| 4 | COc1ccc(C(=O)CC(=O)CCC(=O)Nc2cc(C)ccc2C)cc1 | 18 | -7 | 25 | 5 | 5 | -8 |
| 5 | CN(C)Cc1cc(C(=O)/C=C/c2ccccc2Cl)cc(CN(C)C)c1O | -27 | -47 | -31 | -23 | 4 | -44 |
| 6 | CC1=NN(C(=O)CC(=O)Nc2ccccc2C)C(=O)C1N=Nc1ccc(C(=O)O)cc1 (stereo not given) | 1 | -37 | -2 | -11 | -3 | -14 |
| 7 | Cn1c(=O)c2c(nc(N)n2C)n(C)c1=O | 6 | -17 | -20 | -8 | -34 | -30 |
| 8 | CC1CN=C(c2c(O)ccc3ccccc23)S1 (stereo not given) | 80* | 43 | 61 | 32 | 34 | 27 |
| 9 | CCOC(=O)c1cn(CC)c2ccc3ccsc3c2c1=O | -16 | -18 | -31 | -40 | -9 | 10 |
| 10 | Nc1c(-c2ccc(Cl)cc2)[n+]([O-])c2ccccc2[n+]1[O-] | 34 | 19 | 37 | 13 | 8 | 48 |
| 11 | CCCC[P+](C)(CC[P+](C)(c1ccccc1)c1ccccc1)c1ccccc1 (stereo not given) | 69 | 36 | 37 | 81* | 98* | 96* |
| 12 | COC(=O)c1ccc(Cl)c(NN)c1 | . | 90* | 89* | 93* | . | . |
| 13 | Cc1ccccc1NC(=O)Cc1csc2[n+]1C(=O)/C(=C\c1ccc3c(c1)OCO3)S2 | 18 | 23 | 7 | 8 | 11 | 3 |
| 14 | N#CC(C(=O)O)C(c1cccc2ccccc12)c1cccc2ccc3ccccc3c12 (stereo not given) | 27 | 51 | 14 | -2 | 7 | -4 |
| 15 | O=C(c1ccccc1)C1CCNCC1 | -10 | 0 | -4 | -7 | 1 | -7 |
| 16 | COc1ccc2c(c1)CC1c3[nH]c4ccccc4c3CCN1C2 (stereo not given) | 53 | 53 | 79* | 36 | 19 | 33 |
| 17 | CC(=O)N(C(C)=O)c1cnc2c(nc3cc(C)ccn32)c1C | -3 | 3 | 7 | 5 | 2 | -7 |
| 18 | CCCCCCOC(OCCCCCC)c1ccccc1 | -9 | -10 | -6 | 0 | 6 | -104 |
| 19 | O=C(NC(=S)OC1CCCC1OC(=S)NC(=O)c1ccccc1)c1ccccc1 (stereo not given) | -10 | -22 | -34 | -13 | -13 | 14 |
| 20 | CS(=O)(=O)c1ccccc1C=O | 24 | 15 | 24 | 15 | 4 | 7 |
| 21 | C/C=C/C(=O)NCCN1CCN(C(=O)/C=C/C)CC1 | 13 | 10 | 15 | 17 | -3 | 65 |
| 22 | [C-]#[N+]C(C)(c1ccccc1)c1ccccc1 | 96* | 95* | 94* | 93* | 94* | 90* |
| 23 | Cc1c(-c2ccccc2)c(-c2ccccc2)c(C)n1C | 41 | 48 | 33 | -3 | -2 | -19 |
| 24 | Cc1ccc(C(=Nc2ccccc2)N=P(c2ccccc2)(c2ccccc2)c2ccccc2)cc1 | 91* | 91* | 91* | 92* | 88* | 90* |
| 25 | CCN(CC)Cc1c(C)cccc1O | -28 | -5 | -16 | -4 | 0 | -50 |

Two records drawn at random from the list so far, as already listed:
| No. | molecule | yeast sgs1 mgt1 | rad50 | mlh1 rad18 | yeast mec2-1 | bub3 | cln2 rad14 |
| --- | --- | --- | --- | --- | --- | --- | --- |
| 21 | C/C=C/C(=O)NCCN1CCN(C(=O)/C=C/C)CC1 | 13 | 10 | 15 | 17 | -3 | 65 |
| 11 | CCCC[P+](C)(CC[P+](C)(c1ccccc1)c1ccccc1)c1ccccc1 (stereo not given) | 69 | 36 | 37 | 81* | 98* | 96* |

Shown field by field: part of the list above.
13) Cc1ccccc1NC(=O)Cc1csc2[n+]1C(=O)/C(=C\c1ccc3c(c1)OCO3)S2
  yeast sgs1 mgt1 = 18; rad50 = 23; mlh1 rad18 = 7; yeast mec2-1 = 8; bub3 = 11; cln2 rad14 = 3

15) O=C(c1ccccc1)C1CCNCC1
  yeast sgs1 mgt1 = -10; rad50 = 0; mlh1 rad18 = -4; yeast mec2-1 = -7; bub3 = 1; cln2 rad14 = -7

23) Cc1c(-c2ccccc2)c(-c2ccccc2)c(C)n1C
  yeast sgs1 mgt1 = 41; rad50 = 48; mlh1 rad18 = 33; yeast mec2-1 = -3; bub3 = -2; cln2 rad14 = -19

11) CCCC[P+](C)(CC[P+](C)(c1ccccc1)c1ccccc1)c1ccccc1 (stereo not given)
  yeast sgs1 mgt1 = 69; rad50 = 36; mlh1 rad18 = 37; yeast mec2-1 = 81*; bub3 = 98*; cln2 rad14 = 96*

Returning to the listing, starting two compounds before the break.
| No. | molecule | yeast sgs1 mgt1 | rad50 | mlh1 rad18 | yeast mec2-1 | bub3 | cln2 rad14 |
| --- | --- | --- | --- | --- | --- | --- | --- |
| 24 | Cc1ccc(C(=Nc2ccccc2)N=P(c2ccccc2)(c2ccccc2)c2ccccc2)cc1 | 91* | 91* | 91* | 92* | 88* | 90* |
| 25 | CCN(CC)Cc1c(C)cccc1O | -28 | -5 | -16 | -4 | 0 | -50 |
| 26 | CS(=O)(=O)OC1CCC2CCC1(C(=O)O)C2 (stereo not given) | -7 | 8 | -8 | 4 | -2 | 3 |
| 27 | C/C(=C/CC1=C(O)c2ccccc2C(=O)C1=O)CO | 52 | 23 | 34 | 33 | 26 | 33 |
| 28 | CC(C)OCCCNc1ncnc2c1cnn2-c1ccc(Cl)cc1 | 4 | 4 | -5 | -9 | -14 | -12 |
| 29 | CN(C)C(=O)c1cc(Cl)cc(-c2ccccc2)c1O | 46 | 40 | 79* | 32 | 60 | -7 |
| 30 | COC(=O)C1(C(=O)OC)CC(=O)c2c(OC(=O)c3cccc(OC)c3C#N)ccc(OC(=O)c3cccc(OC)c3C#N)c2C1 | -12 | 1 | 17 | 4 | 0 | -4 |
| 31 | Cc1cc(C)cc(C(=O)N=C(c2ccncc2)c2nc(-c3ccccc3)oc2O)c1 | -17 | -3 | -1 | 14 | 3 | -12 |
| 32 | CC1=CC(=O)Nc2ccccc2S1 | 59 | 43 | 24 | 29 | 56 | 17 |
| 33 | COC(=O)/C=C1\SC(OC)(N(C)c2ccccc2)N(C)C1=O (stereo not given) | 23 | -26 | 19 | 10 | -1 | -10 |
| 34 | CCCn1cnc2c(SCc3ccc(Cl)cc3)nc(N)nc21 | 96* | 97* | 98* | 97* | 97* | 93* |
| 35 | CCN(Cc1ccccc1)C(=O)Nc1cccc(Cl)c1 | 38 | 16 | 40 | 33 | 50 | 4 |
| 36 | CCN(CC)CCn1c(C(C)(C)C)nc2ccccc21 | -24 | -9 | -11 | -21 | -16 | -6 |
| 37 | C/C(=C/C(=O)O)c1ccccc1 | 2 | 11 | -2 | -14 | -15 | -20 |
| 38 | CCOC(=O)C1CN(CCCN2CC(C(=O)OCC)C(=O)C2=O)C(=O)C1=O (stereo not given) | 4 | 10 | -4 | 7 | 10 | 24 |
| 39 | C=CCOC(=O)C(C)OC(=O)/C(Cl)=C/C(=O)O (stereo not given) | 16 | -2 | 6 | 7 | 10 | -29 |
| 40 | C[N+](C)(Cc1ccccc1)[N-]C(=N)c1ccccc1 | -8 | 9 | -2 | -2 | -4 | 25 |
| 41 | Cc1ccc(S(=O)(=O)OCC2C(COS(=O)(=O)c3ccc(C)cc3)C3CCC2C2C3C3C2C2(C)C(=O)C3(C)C(c3ccccc3)=C2c2ccccc2)cc1 (stereo not given) | 4 | 0 | 12 | -5 | -6 | -6 |
| 42 | C(=C\c1nc2ccccc2nc1/C=C/c1ccccc1)/c1ccccc1 | -14 | -26 | 9 | -9 | 3 | -12 |
| 43 | CN(C)CCC(/C=C/c1ccccc1)=N\Nc1ccc(Cl)c(Cl)c1 | 99* | 100* | 99* | 100* | 99* | 98* |
| 44 | CCOC(=O)c1nc2c(C)nc(N)nc2[nH]c1=O | -12 | 0 | -3 | -1 | -6 | -32 |
| 45 | Cc1ccc2c(c1)C1(c3ccccc3)Oc3ccc(C)cc3C(c3ccccc3)(O2)O1 | 11 | 12 | -7 | 6 | -5 | 25 |
| 46 | N=c1oc2ccc([N+](=O)[O-])cc2cc1C(=O)NCc1ccccc1 | -14 | 11 | -72 | -1 | -35 | 4 |
| 47 | Cc1ccc(N=C(N)N)cc1 | 1 | -1 | -2 | 0 | 1 | 12 |
| 48 | C[N+](C)(C)CC(=O)N/N=C(\Cc1nc2ccc([N+](=O)[O-])cc2[nH]c1=O)C(=O)Nc1nc2ccc([N+](=O)[O-])cc2s1 | 25 | 47 | 17 | 30 | 53 | -6 |
| 49 | COC(C(=O)C1=C2Oc3c4c(cc(O)c3C(=O)C2C2=C(CCCC2)C1=O)OC(C)(C)C=C4)C(C)CCC=C(C)C (stereo not given) | 78* | 74* | 80* | 79* | 78* | 81* |
| 50 | CCC(C#N)N(Cc1cccc(CN(C(C)=O)C(C#N)CC)c1)C(C)=O (stereo not given) | -4 | -6 | -44 | -12 | -26 | -30 |

Part of the list above, with each value named:
#37 C/C(=C/C(=O)O)c1ccccc1
  yeast sgs1 mgt1 = 2; rad50 = 11; mlh1 rad18 = -2; yeast mec2-1 = -14; bub3 = -15; cln2 rad14 = -20
#38 CCOC(=O)C1CN(CCCN2CC(C(=O)OCC)C(=O)C2=O)C(=O)C1=O (stereo not given)
  yeast sgs1 mgt1 = 4; rad50 = 10; mlh1 rad18 = -4; yeast mec2-1 = 7; bub3 = 10; cln2 rad14 = 24

New compounds follow:
| No. | molecule | yeast sgs1 mgt1 | rad50 | mlh1 rad18 | yeast mec2-1 | bub3 | cln2 rad14 |
| --- | --- | --- | --- | --- | --- | --- | --- |
| 51 | Cc1ccc(C(=O)C(c2nc3n(c2O)C(=N)N=N3)c2nc3n(c2O)C(=N)N=N3)cc1 (stereo not given) | -22 | -44 | -21 | -27 | -12 | 5 |
| 52 | Cc1ccc(CNc2ccc(Br)cc2)cc1 | . | 63 | 60 | 77* | . | . |
| 53 | C[C@]12C(=O)C=CCC1=CC[C@@H]1[C@@H]2[C@H]2CC3(O)C(=O)O[C@@]4(C)[C@H]5C[C@@]6(C)[C@@H]7[C@@]2(O)[C@]1(OC[C@H]6C(=O)O5)O[C@]734 (stereo not given in full) | -9 | 10 | -55 | 16 | -22 | 1 |
| 54 | CCOC(OCC)c1ccc(O)cc1 | 20 | -4 | 12 | 3 | -2 | -19 |
| 55 | O=C(CC(=O)Nc1ccccc1Cl)NNC(c1cc(N=Nc2ccc(Br)cc2)ccc1O)P(O)O (stereo not given) | 17 | 2 | -2 | 0 | -8 | 13 |
| 56 | CCOC(=O)NCC(Cl)(Cl)Cl | -11 | -5 | -7 | 0 | 7 | -51 |
| 57 | CCCCCCC(O)C/C=C\CCCCCCc1c(C(=O)OC)[nH]c(=S)[nH]c1=O (stereo not given) | 11 | -8 | -11 | -8 | 0 | -2 |
| 58 | COc1ccc(CNC(=O)C(CO)N2C(=O)c3ccccc3C2=O)cc1 (stereo not given) | -48 | -12 | -19 | -21 | -21 | -17 |
| 59 | CC1=NN(c2ccccc2)C(=O)/C1=C\c1ccccc1 | 25 | 16 | 22 | 17 | 34 | 10 |
| 60 | C[N+](C)(C)CC(=O)NN | -22 | 10 | 39 | -1 | -18 | -18 |
| 61 | Cc1ccccc1C(=O)N(C)C | -1 | 5 | -16 | -3 | 6 | -43 |
| 62 | NC(=S)CN1CCOCC1 | -6 | -3 | 2 | -3 | 1 | 2 |
| 63 | Cc1nc(CC#N)n[nH]1 | 17 | 24 | 20 | 18 | 25 | 11 |
| 64 | Cc1ccc(-c2nnc(-c3ccc4ccccc4c3)o2)cc1 | -25 | -20 | -19 | -21 | -76 | -10 |
| 65 | Clc1cc2c(c3ncccc13)OCN(Cc1ccccc1)C2 | 100* | 99* | 99* | 100* | 99* | 99* |
| 66 | COc1cc(Cl)ccc1C | 6 | -1 | -17 | -2 | 18 | -14 |
| 67 | COc1cc(C)c([N+](=O)[O-])cc1[N+](=O)[O-] | 10 | 4 | 1 | 8 | -10 | -2 |
| 68 | O=NC1C2CCC(C2)C1N=O.[Co].[c-]1[c-][c-][cH-][c-]1 (stereo not given) | 5 | 9 | 28 | 6 | 14 | 20 |
| 69 | CCN1CCCC(OC(=O)C(c2ccccc2)C2CCCCC2)C1 (stereo not given) | 0 | 22 | 26 | 0 | 39 | -13 |
| 70 | CC(=O)CC(=O)Nc1ccccc1 | 15 | 10 | 25 | -16 | -4 | -11 |
| 71 | CCOC(=O)C(C(C)=O)C(c1ccc(O)cc1)C(C(C)=O)C(=O)OCC (stereo not given) | 4 | 6 | 9 | -2 | -4 | 5 |
| 72 | c1ccc(Cc2ccc3ccccc3c2)cc1 | 12 | 35 | 50 | 15 | 12 | -27 |

Screening data: PubChem BioAssay, NCI

Not a hit list (roughly 14% active in at least one column).
